Screening data: PubChem, several laboratories
PKA-R1A activ: activates the PKA-R1A holoenzyme complex; P00514+P68181; PKA-R1A dissociation, Cy5-IP20 fluorescence polarization; scaled: DMSO 0%, 113 µM cGMP 100%; activation, % at 11.4 µM; 340,000 tested, 0.083% active;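 active = percent activation above the mean of all tested compounds plus 3 SD, cut at about 19% in these data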;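 also: higher means more PKAc released from R1A so a rise in polarization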
NSD2 inh: NSD2 (human) methyltransferase inhibition; O96028; NSD2 peptide methylation, AlphaScreen, 120 min; inhibition, % at 12.5 µM; 310,000 tested, 0.54% active; AID 743445; in the data active = inhibition above about 50%
DSG3 Ab inh: blocks pemphigus antibody binding to human desmoglein-3 | P32926 | DSG3-coupled beads, scFv-anti-DSG3-GFP binding, flow cytometry; hits give low values | binding (percent of control), % at 10 µM | 310,000 tested, 0.48% active | AID 588358;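 active = binding more than 3 SD below its plate's average and above zero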;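 also: hits lower antibody fragment binding to DSG3; some compounds called inactive have numbers as strong as hits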
SR-BI uptake up: SR-BI HDL lipid transfer activation; 320,000 tested, 0.096% active; CHO ldlA[mSR-BI] cells, DiI-HDL uptake fluorescence, 3 h; 100 = double the neutral-control signal; AID 504775; activation, % at 12.5 µM;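 active = mean replicate activation of at least 60% and every replicate at or above 60%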;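 also: 0% = median plate neutral-control signal and 100% = twice that signal; values of inactives mirror those of a sister screen read the other way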
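Test system: SR-BI-overexpressing, LDLR-lacking CHO cells. Measured by: DiI fluorescence, bottom read. Medium: Ham's F12 with 0.5% BSA, HEPES 25 mM, pH 7.4. Timing: 3 h uptake period with compound, 37 °C.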
SUMO Mot1 rescue: blocks SUMOylation pathway, rescuing yeast Mot1-301 growth; 320,000 tested, 1% active; AID 2716; S. cerevisiae Mot1-301 growth rescue, ATP luminescence, 38.5C; percent above DMSO median, 100 means doubled; growth rescue, % at 18.8 µM;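 active = every valid replicate shows activation above 250% relative to neutral control wells; inactive = the rest, any valid replicate at or below 250%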;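 also: OY570 slx delta 5 strain wells were the positive control but not used for scaling; some compounds called inactive have numbers as strong as hits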
SR-BI HDL uptake: mouse SR-BI HDL lipid transfer inhibition. AID 488896. ldlA[mSR-BI] CHO cells, DiI-HDL uptake fluorescence, 3 h. inhibition, % at 12.5 µM. 320,000 tested, 0.96% active;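 active = mean replicate inhibition of at least 70% and a set share of replicates each scoring 70 or more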;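 also: 0% = median of neutral control wells and 100% = median of positive control wells; values of inactives mirror those of a sister screen read the other way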
CDK5 inh: CDK5/p35 (human) kinase inhibition; inhibition, % at 10 µM; 330,000 tested, 0.01% active; Recombinant CDK5/p35, ADP-Glo luminescence, 60 min; Q00535+Q15078; AID 488839;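 active = highest replicate inhibition of at least 50% and at least 75% of replicates reaching 50%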;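 also: plate controls were DMSO neutral control for no effect and GW8510 at 10 µM for full effect; many of its hits are not listed in these tables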
MITF TRPM1 HTS: increases MITF-driven TRPM1 promoter luciferase signal; 300,000 tested, 0.75% active; AID 588334; SK-MEL-5 TRPM1-promoter luciferase, 24 h; % of positive control, neutral wells = 0; activation, % at 12.5 µM;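 active = mean activation of at least 80% with every replicate also reaching 80%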;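 also: 0% = neutral control wells and 100% = parthenolide positive control wells; values of inactives mirror those of a sister screen read the other way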
PKA-R2B act: activators of human PKA-R2B complex; P22694+P31323; PKA-R2B holoenzyme dissociation, Cy5-IP20 fluorescence polarization; R2B truncated from residue 108, S112A mutant; 0% DMSO only, 100% 113 µM cGMP; activation, % at 11.4 µM; 340,000 tested, 0.079% active; AID 504700;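 active = activation above a cutoff set at the mean over all compounds plus 3 SD, cut at about 18% in these data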;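 also: higher means more holoenzyme dissociation and a rise in polarization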
Target sequence (P31323 whole entry, looked up, other chains not shown, the tested form may be a part): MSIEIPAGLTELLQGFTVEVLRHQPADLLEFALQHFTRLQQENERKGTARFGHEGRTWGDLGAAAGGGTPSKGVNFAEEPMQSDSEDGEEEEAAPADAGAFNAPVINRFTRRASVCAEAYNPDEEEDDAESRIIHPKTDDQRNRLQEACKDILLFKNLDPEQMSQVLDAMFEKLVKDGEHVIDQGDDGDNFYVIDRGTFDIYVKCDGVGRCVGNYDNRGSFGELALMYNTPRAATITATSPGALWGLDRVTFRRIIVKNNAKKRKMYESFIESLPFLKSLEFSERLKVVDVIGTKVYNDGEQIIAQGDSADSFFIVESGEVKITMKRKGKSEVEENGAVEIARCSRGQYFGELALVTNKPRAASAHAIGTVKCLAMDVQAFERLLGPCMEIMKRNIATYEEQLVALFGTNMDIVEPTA
Arrestin-AP2 inh: blocks beta-arrestin peptide binding to AP2 adaptin; FITC-arrestin peptide / GST-AP2 beads, flow cytometry; AP2 beta2 appendage carries R879A mutation; inhibition, % at 10 µM; 340,000 tested, 0.31% active; AID 504490;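 active = inhibition above a set limit, near 3 SD of compounds lacking own fluorescence, cut at about 54% in these data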;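 also: plate controls were DMSO wells for no effect and 5 µM unlabelled arrestin peptide for full effect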
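System: GST-AP2 R879A glutathione beads; medium: PBS, Tween 20 0.05%, BSA 0.1%; reagent: fluorescein-tagged arrestin peptide at 50 nM final; schedule: pre-incubation 12 min, peptide binding 1 h, room temperature; detection: flow cytometry, FL1 (488/535 nm); read-out: inhibition as reduced fluorescein signal on beads, percent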
dFosB activator: mouse delta FosB homodimer activation. P13346. purified delta FosB, TAMRA-CDK5 oligo fluorescence polarization; percent of positive-control signal above neutral wells. activation, % at 25 µM. 340,000 tested, 0.99% active. AID 493131;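 active = mean activation above about 17%, with every replicate also reaching it, limit read from the data, passing the limit was not always enough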;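 also: fluorescence polarization rise as delta FosB binds a TAMRA Cdk5 AP-1 oligo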
Target sequence (P13346 whole entry, looked up): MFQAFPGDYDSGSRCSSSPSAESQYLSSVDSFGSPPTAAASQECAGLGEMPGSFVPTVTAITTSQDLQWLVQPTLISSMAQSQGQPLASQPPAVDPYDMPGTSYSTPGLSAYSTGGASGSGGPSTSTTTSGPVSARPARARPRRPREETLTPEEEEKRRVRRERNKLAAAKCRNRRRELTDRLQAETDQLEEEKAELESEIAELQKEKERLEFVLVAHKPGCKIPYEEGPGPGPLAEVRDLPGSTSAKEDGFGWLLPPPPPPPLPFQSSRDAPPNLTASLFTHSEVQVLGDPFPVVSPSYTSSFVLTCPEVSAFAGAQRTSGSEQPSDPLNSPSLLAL
An asterisk follows results filed as active.

For Cc1ccc2cc3cc(C(=O)NCCCN4CC(C)CC(C)C4)oc3nc2c1 (configuration not stated) the results were PKA-R1A activ 6, NSD2 inh 2, DSG3 Ab inh 103, SR-BI uptake up -26, SUMO Mot1 rescue 6, SR-BI HDL uptake 26, CDK5 inh -0.5, MITF TRPM1 HTS 25, PKA-R2B act -2, Arrestin-AP2 inh 1 and dFosB activator -23.
Screening COc1ccc(C(=O)C23CC4CC(C2)CC(C(=O)c2ccc(OC)cc2)(C4)C3)cc1 returned PKA-R1A activ -1, NSD2 inh -3, DSG3 Ab inh 99, SR-BI uptake up 9, SUMO Mot1 rescue -10, SR-BI HDL uptake -9, CDK5 inh -1.8, MITF TRPM1 HTS -6, PKA-R2B act -2, Arrestin-AP2 inh -4 and dFosB activator -1.
For O=S(=O)(c1ccc(=S)[nH]c1)N1CCN(Cc2ccccc2)CC1 the results were PKA-R1A activ 3, NSD2 inh 2, DSG3 Ab inh 91, SR-BI uptake up 16, SUMO Mot1 rescue 24, SR-BI HDL uptake -16, CDK5 inh 0.3, MITF TRPM1 HTS -16, PKA-R2B act -5, Arrestin-AP2 inh -14 and dFosB activator 6.
Screening CCN(CC)C(=O)C12C(=O)Oc3ccccc3C1C2(C)C(=O)c1ccc(F)cc1 (configuration not stated) returned PKA-R1A activ -4, NSD2 inh -2, DSG3 Ab inh 105, SR-BI uptake up 3, SUMO Mot1 rescue 10, SR-BI HDL uptake -3, CDK5 inh 1.7, MITF TRPM1 HTS 1, PKA-R2B act 2, Arrestin-AP2 inh -10 and dFosB activator 0.
Screening CCn1cc(C(=O)NCC(=O)NC(C)(C)CO)c(=O)c2cc3c(cc21)OCO3 returned PKA-R1A activ -5, NSD2 inh -2, DSG3 Ab inh 93, SR-BI uptake up 1, SUMO Mot1 rescue 3, SR-BI HDL uptake -1, CDK5 inh -0.8, MITF TRPM1 HTS 10, PKA-R2B act 10, Arrestin-AP2 inh -3 and dFosB activator 0.
Screening CCN(CC(=O)Nc1ccc(NC(C)=O)cc1)C(=O)c1ccc(N2C(=O)c3ccccc3C2=O)cc1 returned PKA-R1A activ 15, NSD2 inh -2, DSG3 Ab inh 105, SR-BI uptake up 13, SR-BI HDL uptake -13, CDK5 inh -0.6, MITF TRPM1 HTS -4, PKA-R2B act -3, Arrestin-AP2 inh 17 and dFosB activator -1.
CC1CC(C)CN(CC(=O)N2CCc3[nH]c4ccccc4c3C2)C1 (configuration not stated) was read as PKA-R1A activ -2, NSD2 inh 6, SR-BI uptake up 0, SUMO Mot1 rescue -8, SR-BI HDL uptake 0, CDK5 inh -0.1, MITF TRPM1 HTS -3, PKA-R2B act -10, Arrestin-AP2 inh 5 and dFosB activator -6.
`COc1ccc(C)cc1NC(=O)c1cnc2n(c1=O)CCS2` gave PKA-R1A activ 4, NSD2 inh -2, DSG3 Ab inh 95, SR-BI uptake up 7, SUMO Mot1 rescue -13, SR-BI HDL uptake -7, CDK5 inh -1.4, MITF TRPM1 HTS 29, PKA-R2B act 0, Arrestin-AP2 inh 14 and dFosB activator 1.
`Cc1cc(-c2n[nH]c(=S)n2/N=C/c2sccc2C)n[nH]1` gave PKA-R1A activ 5, NSD2 inh 0, SR-BI uptake up -8, SUMO Mot1 rescue -7, SR-BI HDL uptake 8, CDK5 inh 4.2, MITF TRPM1 HTS 1, PKA-R2B act -5, Arrestin-AP2 inh 1 and dFosB activator 1.
COc1ccc(N(C)C(=O)Cc2c(C(=O)O)n(C)c3ccccc23)c(OC)c1 was read as PKA-R1A activ 5, NSD2 inh 27, SR-BI uptake up 17, SUMO Mot1 rescue -7, SR-BI HDL uptake -17, CDK5 inh 0.1, MITF TRPM1 HTS 3, PKA-R2B act 7, Arrestin-AP2 inh 29 and dFosB activator 4.
For CC(C)CC1CCCC12NC(=O)NC2=O (configuration not stated) the results were PKA-R1A activ 4, NSD2 inh -2, DSG3 Ab inh 93, SR-BI uptake up 20, SR-BI HDL uptake -20, CDK5 inh -1.5, MITF TRPM1 HTS 1, PKA-R2B act 3, Arrestin-AP2 inh 7 and dFosB activator -6.
`CC(=O)Oc1cc(C(C)C)c(OCCN(C)C)cc1C` gave PKA-R1A activ 1, SR-BI uptake up 13, SUMO Mot1 rescue 97, SR-BI HDL uptake 10, CDK5 inh -0.4, MITF TRPM1 HTS 5, PKA-R2B act 3, Arrestin-AP2 inh -5 and dFosB activator -1.
C=CCN=C1S/C(=C\N(C)C)C(=O)N1S(=O)(=O)c1ccc(C)cc1 was read as PKA-R1A activ -5, NSD2 inh 6, DSG3 Ab inh 101, SR-BI uptake up 10, SUMO Mot1 rescue 10, SR-BI HDL uptake -10, CDK5 inh 0.6, MITF TRPM1 HTS -3, PKA-R2B act -1, Arrestin-AP2 inh -8 and dFosB activator -5.
Cn1ccc2cc(OCc3ccccc3)ccc21 was read as PKA-R1A activ -6, NSD2 inh -1, DSG3 Ab inh 94, SR-BI uptake up -5, SR-BI HDL uptake 5, CDK5 inh 0.2, MITF TRPM1 HTS 70, PKA-R2B act -1, Arrestin-AP2 inh 26 and dFosB activator 4.
`Nc1cc(=O)[nH]c(SCC(=O)N2CCN(S(=O)(=O)c3ccc4ccccc4c3)CC2)n1` gave PKA-R1A activ -9, NSD2 inh 2, DSG3 Ab inh 104, SR-BI uptake up 4, SUMO Mot1 rescue -21, SR-BI HDL uptake -4, CDK5 inh 0.5, MITF TRPM1 HTS -10, PKA-R2B act 2, Arrestin-AP2 inh 0 and dFosB activator 2.
CCOc1ccc(NC(=O)CNc2cccc(S(=O)(=O)N3CCCCCC3)c2)cc1OCC was read as PKA-R1A activ -4, NSD2 inh 1, SR-BI uptake up -49, SUMO Mot1 rescue -4, SR-BI HDL uptake 49, CDK5 inh -2.1, MITF TRPM1 HTS -11, PKA-R2B act 2, Arrestin-AP2 inh -3 and dFosB activator -19.
`O=C(OCc1cccc([N+](=O)[O-])c1)c1cc2ccccc2oc1=O` gave PKA-R1A activ 0, NSD2 inh -2, DSG3 Ab inh 116, SR-BI uptake up 12, SUMO Mot1 rescue -10, SR-BI HDL uptake -12, CDK5 inh -1.4, PKA-R2B act -11, Arrestin-AP2 inh -2 and dFosB activator -3.
Cn1c(N)c(C(=O)COC(=O)C2=COCCO2)c(=O)n(C)c1=O was read as PKA-R1A activ -1, NSD2 inh -2, DSG3 Ab inh 107, SR-BI uptake up 20, SUMO Mot1 rescue 16, SR-BI HDL uptake -20, CDK5 inh 2.1, MITF TRPM1 HTS 12, PKA-R2B act 2, Arrestin-AP2 inh -10 and dFosB activator -7.
Screening O=C(NCc1ccc(OC(F)(F)F)cc1)C1CC(c2cccc(F)c2)=NO1 (configuration not stated) returned PKA-R1A activ -16, DSG3 Ab inh 101, SR-BI uptake up 22, SUMO Mot1 rescue -2, SR-BI HDL uptake -22, CDK5 inh -0.9, MITF TRPM1 HTS -1, PKA-R2B act 8, Arrestin-AP2 inh 1 and dFosB activator 0.
Screening COC(=O)c1nnn(-c2nonc2N)c1-c1cccs1 returned PKA-R1A activ -8, NSD2 inh -4, DSG3 Ab inh 75, SR-BI uptake up 9, SUMO Mot1 rescue -17, SR-BI HDL uptake -9, CDK5 inh -0.6, MITF TRPM1 HTS 0, PKA-R2B act -2, Arrestin-AP2 inh 44 and dFosB activator -3.
`Cc1ccc(C)c(NC(=O)C(Sc2ncnc3ccccc23)c2ccccc2)c1` (configuration not stated) gave PKA-R1A activ -12, NSD2 inh -1, DSG3 Ab inh 85, SR-BI uptake up 0, SUMO Mot1 rescue -5, SR-BI HDL uptake 0, CDK5 inh 1.3, MITF TRPM1 HTS -4, PKA-R2B act -9, Arrestin-AP2 inh -5 and dFosB activator 1.
O=C(OCC(=O)c1ccc[nH]1)c1ccc(F)c(S(=O)(=O)N2CCOCC2)c1 was read as PKA-R1A activ 1, NSD2 inh -1, SR-BI uptake up -14, SUMO Mot1 rescue 10, SR-BI HDL uptake 14, CDK5 inh -0.4, MITF TRPM1 HTS 1, PKA-R2B act -5, Arrestin-AP2 inh -1 and dFosB activator -15.
CC(C)C(OC(=O)c1ccc(Cl)nc1)C(=O)NC1CCCCC1 (configuration not stated) was read as PKA-R1A activ -1, NSD2 inh -2, SUMO Mot1 rescue 7, CDK5 inh -1.1, MITF TRPM1 HTS -4, PKA-R2B act -1, Arrestin-AP2 inh -3 and dFosB activator 0.
`Cc1ccc(CCNC(=O)C2CCN(c3nn4c(=O)cc(C)nc4s3)CC2)cc1` gave PKA-R1A activ 6, NSD2 inh -1, DSG3 Ab inh 107, SR-BI uptake up -35, SUMO Mot1 rescue -8, SR-BI HDL uptake 35, CDK5 inh -0.8, MITF TRPM1 HTS -10, PKA-R2B act -1, Arrestin-AP2 inh 2 and dFosB activator -11.
O=C(Nc1ccccc1)Oc1cccc2cccnc12 was read as PKA-R1A activ -3, NSD2 inh 0, DSG3 Ab inh 116, SR-BI uptake up 13, SR-BI HDL uptake -13, CDK5 inh 0.5, MITF TRPM1 HTS -34, PKA-R2B act 12, Arrestin-AP2 inh 9 and dFosB activator 4.
`COc1cc(/C=C(/C(=O)c2cccs2)c2nc3ccccc3[nH]2)ccc1O` gave PKA-R1A activ -3, NSD2 inh 4, DSG3 Ab inh 97, SR-BI uptake up 15, SR-BI HDL uptake -15, CDK5 inh -0.1, MITF TRPM1 HTS -44, PKA-R2B act -1, Arrestin-AP2 inh -2 and dFosB activator -8.
For CCOc1ccc(CNS(=O)(=O)c2cc(CN3C(=O)c4cccnc4C3=O)ccc2OC)cc1 the results were PKA-R1A activ 0, NSD2 inh 0, DSG3 Ab inh 101, SR-BI uptake up 17, SUMO Mot1 rescue -10, SR-BI HDL uptake -17, CDK5 inh 0.6, MITF TRPM1 HTS -8, PKA-R2B act -5, Arrestin-AP2 inh -3 and dFosB activator -10.
Screening COC(=O)c1ccccc1NC(=O)Nc1cccnc1 returned PKA-R1A activ -6, NSD2 inh 5, DSG3 Ab inh 99, SR-BI uptake up 16, SUMO Mot1 rescue 10, SR-BI HDL uptake -16, CDK5 inh -2.3, MITF TRPM1 HTS 2, PKA-R2B act -6, Arrestin-AP2 inh -9 and dFosB activator -6.
